# Source: PubChem BioAssay
# Fam108B counter – blocks mouse Fam108B hydrolase in RBBP9 counter-screen; recombinant Fam108B, FP-Rh probe fluorescence polarization; inhibition, % at 9.51 µM; hit rate 0.33% among 300,000;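 active means inhibition above the screen mean inhibition plus 3 SD, computed separately per campaign, cut at about 18% in these data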;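 further: inhibitors lower polarization as less probe binds the enzyme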
# TPT1 inhibitor – C. albicans TPT1 enzyme inhibition. recombinant caTPT1, FP RNA substrate dephosphorylation. inhibition, % at 5 µM. hit rate 0.81% among 300,000;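 active means inhibition above the mean of all tested compounds plus 3 SD, set per screening campaign, cut at about 24% in these data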;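 further: plate controls were DMSO alone for no effect and ferristatin control at 100 nM for full effect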
# GSTO1 counter – blocks human GSTO1 in RBBP9 counter-screen; P78417; hit rate 1.1% among 300,000; inhibition, % at 5.96 µM; recombinant GSTO1, activity-based probe fluorescence polarization; AID 1974;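 active means inhibition above the campaign mean inhibition plus 3 SD, cut at about 35% in these data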;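 further: 0% = GSTO1-1 with DMSO and 100% = wells lacking GSTO1-1 enzyme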
# Target sequence (P78417 whole entry, looked up): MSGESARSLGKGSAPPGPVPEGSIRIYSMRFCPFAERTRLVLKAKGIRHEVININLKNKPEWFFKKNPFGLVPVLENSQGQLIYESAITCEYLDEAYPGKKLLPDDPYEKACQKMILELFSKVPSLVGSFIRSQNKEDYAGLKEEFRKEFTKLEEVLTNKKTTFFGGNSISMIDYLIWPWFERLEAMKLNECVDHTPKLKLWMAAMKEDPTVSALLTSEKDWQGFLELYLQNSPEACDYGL
# MCL1-BIM inh – disrupts human MCL1 binding to BIM-BH3 peptide. hit rate 0.68% among 320,000. inhibition, % at 10.9 µM. GST-MCL1 / FITC-Bim-BH3 fluorescence polarization;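 active means inhibition above the mean inhibition of all tested compounds plus 3 SD, set per campaign, cut at about 40% in these data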;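 further: 0% = DMSO wells and 100% = unlabeled Bim-BH3 peptide control; higher means more loss of mP so more displacement of Bim peptide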
# Target sequence (Q07820 whole entry, looked up): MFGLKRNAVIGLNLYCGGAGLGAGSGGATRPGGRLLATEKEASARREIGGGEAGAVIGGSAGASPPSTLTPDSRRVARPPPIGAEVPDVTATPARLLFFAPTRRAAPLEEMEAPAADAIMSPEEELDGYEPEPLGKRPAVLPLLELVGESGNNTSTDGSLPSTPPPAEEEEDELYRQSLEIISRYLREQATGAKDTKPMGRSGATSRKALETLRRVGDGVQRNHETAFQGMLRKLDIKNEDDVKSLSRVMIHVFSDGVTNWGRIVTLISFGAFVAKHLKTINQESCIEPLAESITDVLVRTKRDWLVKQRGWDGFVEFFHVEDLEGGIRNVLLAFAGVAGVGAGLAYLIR
# PME-1 primary – blocks human protein phosphatase methylesterase 1. AID 2130. inhibition, % at 5.9 µM. hit rate 0.53% among 320,000. Q9Y570. recombinant PME-1, FP-Rh probe fluorescence polarization;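 active means inhibition above the campaign mean of all compounds plus 3 SD, cut at about 26% in these data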;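 further: competitive labeling of PME-1 active site by serine hydrolase directed probe; 0% = PME-1 with DMSO and 100% = wells lacking PME-1 enzyme; inhibitors block probe labeling so polarization falls and inhibition rises; many of its hits are not listed in these tables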
# MEX-5 binding – C. elegans MEX-5 TCR-2 RNA binding activity; Q9XUB2; MEX-5/FITC-TCR2 RNA binding, fluorescence polarization; stronger effect = lower value; activity score (negative = inhibition of binding), % at 10 µM; hit rate 0.38% among 300,000; AID 1832;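 active means inhibition past about -25% in most replicates, and total fluorescence under double the plate's negative control median, limit read from the data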;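 further: 0% = DMSO and -100% = 5 µM competing unlabeled TCR2 RNA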
# GLD-1 TGE inh – GLD-1-TGE RNA interaction inhibition (C. elegans) | Q17339 | purified GLD-1 + fluorescein TGE RNA, fluorescence polarization | inhibition, % at 5.96 µM | hit rate 0.44% among 320,000 | AID 2280;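 active means percent inhibition above a per-plate cutoff, the plate mean of test compounds plus 3 SD, cut at about 30% in these data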;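 further: 0% = DMSO wells with GLD-1 and probe and 100% = wells lacking GLD-1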
# Target sequence (Q17339 whole entry, looked up): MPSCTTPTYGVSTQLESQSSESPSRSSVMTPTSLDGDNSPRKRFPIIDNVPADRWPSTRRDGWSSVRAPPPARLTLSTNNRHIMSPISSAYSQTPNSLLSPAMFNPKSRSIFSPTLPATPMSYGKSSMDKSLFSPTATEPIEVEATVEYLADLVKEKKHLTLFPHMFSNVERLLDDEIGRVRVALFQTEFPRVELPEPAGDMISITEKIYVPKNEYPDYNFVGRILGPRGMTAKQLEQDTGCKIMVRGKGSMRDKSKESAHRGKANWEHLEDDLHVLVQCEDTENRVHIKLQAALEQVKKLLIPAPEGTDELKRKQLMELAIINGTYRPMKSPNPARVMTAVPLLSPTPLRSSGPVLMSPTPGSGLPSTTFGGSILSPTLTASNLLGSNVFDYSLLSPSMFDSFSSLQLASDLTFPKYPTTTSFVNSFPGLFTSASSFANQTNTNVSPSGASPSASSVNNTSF
# BCLXL inh – Bcl-xL (human) inhibition; Q07817; GST-Bcl-xL / FITC-Bim BH3 peptide fluorescence polarization; inhibition, % at 10.9 µM; hit rate 0.7% among 320,000; AID 2129;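 active means inhibition above the mean of all tested compounds plus 3 SD, cutoff set per campaign, cut at about 30% in these data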;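 further: 0% = DMSO wells and 100% = unlabeled Bim-BH3 peptide competitor; inhibitors lower millipolarization by displacing the labeled peptide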
# PAD4 inh – PAD4 (human) enzyme inhibition | Q9UM07 | recombinant PAD4, RCA probe fluorescence polarization | inhibition, % at 6.36 µM | hit rate 0.41% among 330,000;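 active means percent inhibition above a cutoff equal to the mean of all tested compounds plus 3 SD, cut at about 15% in these data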;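 further: 0% = PAD4 with RCA probe and DMSO and 100% = probe without PAD4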
# An asterisk follows results filed as active; nt = not tested or not shown. Not all compounds are listed; the hit share may differ from the screen's.
SMILES,Fam108B counter,TPT1 inhibitor,GSTO1 counter,MCL1-BIM inh,PME-1 primary,MEX-5 binding,GLD-1 TGE inh,BCLXL inh,PAD4 inh
CC(C)(C)OC(=O)NOCC(=O)N(Cc1ccccc1)CC(O)COc1ccccc1 (stereo not drawn),0,0,-6,-3,2,-1.3,-9,-1,-4
C=CCc1ccc(OC)c(OC)c1,0,3,-1,-10,2,-2.0,5,-8,-2
Cc1cccc(-n2nc3c(c2NC(=O)c2c(F)cccc2F)CS(=O)(=O)C3)c1C,1,2,9,-1,0,-2.6,5,8,1
CC(NC(=O)c1cc(S(=O)(=O)N2CCCC2)ccc1Cl)c1ccccn1 (stereo not drawn),nt,nt,nt,4,-1,nt,0,1,-3
CNCCC(=O)N1c2ccccc2CCc2ccc(NC(=O)OC)cc21,-2,2,1,-7,2,0.8,2,1,2
COC(=O)c1c(F)c(F)c(N2CCOCC2)c(F)c1F,-5,3,7,-2,-9,0.7,1,0,1
COc1ccc(C(=O)NCCS(=O)(=O)NCc2ccco2)cc1,2,-4,11,12,-2,1.0,6,13,0
O=C(O)c1ccccc1NC(=S)NC(=O)c1cccc2ccccc12,-4,4,3,12,-1,1.9,9,10,3
CC(C)C(NC(=O)c1ccccc1)C(=O)OCC(=O)N1CCCCC1 (stereo not drawn),nt,nt,nt,8,-6,nt,6,5,-2
COc1ccc(OC2CCN(S(=O)(=O)c3ccc(F)cc3)CC2)cc1,2,-6,-2,3,3,-1.7,-5,9,-2
c1ccc2nc3c(cc2c1)CCCCC3,1,0,-4,5,4,0.1,11,4,-2
O=[N+]([O-])c1ccc(S(=O)(=O)Nc2nc(-c3ccccc3)cs2)cc1,2,-1,14,6,4,1.4,0,2,5
CCN(CC)Cc1c(CC(C)C)oc(C)c1C(=O)O,1,-3,0,4,-3,-0.6,3,5,0
Cc1cc(NC(=O)NC(=O)c2ccccc2)no1,-1,-1,-4,-1,-3,0.5,-3,6,-2
COc1ccc2nc(-c3ccccn3)[nH]c2c1,4,-3,5,7,-4,2.9,-3,6,3
Cc1nc2ccccc2nc1SCC(=O)N1CCC(C)CC1,1,-3,13,3,-5,4.0,-2,6,2
Cc1ccccc1NC(=O)NC1CCCCCCC1,-2,-1,-1,-1,0,2.9,0,-2,-4
C[C@H](NS(=O)(=O)c1ccc(Cl)cc1)C(=O)OCC(=O)NC(=O)Nc1ccc2c(c1)OCCO2,3,-2,-1,5,3,0.4,-7,8,-3
COc1ccc(Cl)cc1NC(=O)Cc1c(F)cccc1Cl,-4,6,5,3,0,-1.1,5,9,-3
Fc1ccc(-c2cc(-c3ccccc3)nc(-n3cccn3)n2)cc1,-15,-2,-10,12,-5,-0.6,7,4,-5
Cc1cccc(-n2c(SCC(=O)NCc3ccc4c(c3)OCO4)nc3ccccc3c2=O)c1,1,0,-2,6,2,-2.5,3,6,2
COC(=O)c1ccc(COc2ccc(/C=N/NC(N)=S)cc2)o1,-1,-4,2,-1,5,-1.6,7,-1,-1
CC1CN(C)C(C)c2c1oc1ccc(N)cc21 (stereo not drawn),2,2,12,5,-7,0.5,-5,1,-1
CN1/C(=C\C=N\NC(=O)c2ccccc2Br)C(C)(C)c2ccccc21,-12,-4,-3,16,-14,-1.7,9,14,-19
CCC(=O)c1ccc(N2CCCCC2)c(F)c1,2,-2,4,2,2,1.2,3,2,-4
CCCCCCC(=O)Nc1nc(C)c(-c2csc(Nc3ccccc3OC)n2)s1,10,1,0,-2,10,2.5,-2,0,-5
COc1cc(S(=O)(=O)Nc2ccc(C)cc2)ccc1N=Cc1c(C)[nH]n(-c2ccccc2)c1=O,-22,0,7,-7,-31,0.6,-1,4,-9
CCOc1ccc(CN(C)C(=O)CNC(=O)C2CCCCC2)cc1OC,-1,-4,9,9,6,2.7,0,4,-2
COc1ccc(NC(=O)CN2CCCC2c2cccs2)cc1S(=O)(=O)N1CCCCC1 (stereo not drawn),nt,nt,nt,4,0,nt,-1,7,2
CCN(Cc1ccncc1)C(=O)CC1C(=O)NCCN1Cc1ccc(F)c(F)c1 (stereo not drawn),-1,0,-3,14,2,0.4,9,4,-3
Cc1ccc2c(c1)nnn2C1CCN(S(=O)(=O)c2ccc(C(=O)N(C)C3CCCCC3)cc2)CC1,-1,-1,-4,1,3,2.4,-4,4,-2
COc1ccc(-c2c(C(C)=O)c(C)nc3sc4c(c23)NC(c2ccccc2)NC4=O)cc1 (stereo not drawn),2,-3,5,5,-1,-2.0,-1,7,5
Cc1ccc(C(=O)NCC(=O)OCc2c(F)cccc2Cl)cc1,5,-2,10,4,2,-0.7,3,2,3
Cn1c(=O)n(C)c2cc(NC(=O)c3ccccc3[N+](=O)[O-])c(Br)cc21,-1,2,4,-11,4,2.0,-1,-7,-4
Fc1cccc(CCN2CCNC[C@@H]2c2ccccc2)c1,nt,nt,nt,4,-6,nt,1,4,-1
N#Cc1ccccc1NC(=O)COc1c(Br)cc(Br)c2cccnc12,-4,0,19,19,2,-1.5,10,18,-1
COCC(C)NCc1cccc2ccccc12 (stereo not drawn),-2,-2,4,1,3,-1.9,2,2,2
COc1ccccc1NC(=O)Nc1cccc(NC(C)=O)c1,-2,2,-1,3,-1,-2.7,0,3,-3
O=C(NC(=S)Nc1ccc(O)cc1)C1CCCC1,nt,nt,nt,-3,3,nt,11,3,0
O=C(NC1CCSc2ccccc21)c1ccc([N+](=O)[O-])cc1 (stereo not drawn),6,-2,1,-1,3,-2.5,-3,-2,-3
COc1ccc(Br)c(C(=O)NCC2CCCCC2)c1,-2,-2,-4,-6,-2,0.2,-10,0,-2
O=C(O)C(c1ccccc1)N1C(=O)/C(=C/c2cccs2)SC1=S (stereo not drawn),-1,0,8,8,0,1.1,8,6,1
Cc1ccc(C(=O)CN2C(=O)c3ccccc3S2(=O)=O)cc1,-4,2,2,11,3,0.8,-3,7,5
C[N+](C)(C)c1ccc(/C=N/Nc2nc(Cl)c(C#N)c(Cl)c2Cl)cc1,3,7,-1,-9,19,-4.8,-19,-2,-2
O=[N+]([O-])c1ccc(NCCNc2ccc(Cl)nn2)cc1,3,-1,7,1,4,-0.5,4,1,4
CC(=O)Nc1ccc(C2Nc3ccccc3C(=O)N2C2CCCCC2)cc1 (stereo not drawn),1,2,-1,6,-3,-0.3,0,2,1
O=C(c1ccco1)n1c(=S)nc2ccccn21,-5,-2,-2,9,1,-1.8,8,6,-4
Cc1cccc(C)c1NC(=O)CN(C)C(=O)CCc1nc2sc3c(c2c(=O)[nH]1)CCCC3,nt,nt,nt,9,0,nt,-7,3,0
COc1cccc(CN2CCN(C3CCN(c4ccccc4C)CC3)CC2CCO)c1 (stereo not drawn),9,-2,6,4,2,-1.7,5,7,5
CC1(C)CC(=O)C(C(=S)Nc2ccccc2)=C(NC2CC(C)(C)NC(C)(C)C2)C1,1,3,4,-2,1,0.9,5,1,-2
Cc1[nH]nc(Nc2ccc(C(C)C)cc2)c1[N+](=O)[O-],3,0,1,0,3,-0.1,5,2,1
O=C(COc1ccc(S(=O)(=O)N2CCOCC2)cc1)NC1CC1,-2,0,0,3,-3,-2.1,13,2,-3
O=C(NCC1CCCO1)C1CCCN(c2ncccn2)C1 (stereo not drawn),0,2,-4,-2,5,-1.4,8,0,-3
CC1CCCCC1NC(=O)CSc1nnc(N)s1 (stereo not drawn),-1,-1,6,-1,-5,-0.2,-1,5,0
CC(C)(C)c1ccc(/C=N/Nc2ccc(C(=O)O)cc2)cc1,3,-1,-3,-4,13,2.5,7,4,1
COc1ccc(NS(=O)(=O)c2ccc(C)c(NC(=O)CN3C(=O)NC4(CCCC4)C3=O)c2)cc1,nt,nt,nt,7,0,nt,0,1,-1
O=C(CCN1C(=O)COc2ccccc21)N1CCCCC1,-1,0,-3,-6,0,4.3,2,0,2
COc1cc([N+](=O)[O-])ccc1NC(=O)CC1SC(=Nc2ccc(F)cc2)N(CCC2=CCCCC2)C1=O (stereo not drawn),-14,-3,-2,1,1,1.9,-3,1,-3
O=C(Nc1ccc(F)cc1)N(Cc1nnc2n1CCCCC2)c1ccccc1,11,3,-1,4,-1,1.1,-2,4,1
CC(=O)C1=C(C)NC(SCC(=O)c2ccccc2)=C(C#N)C1c1ccco1 (stereo not drawn),3,10,9,3,-2,-1.1,-7,5,-7

# (list continues)
SMILES,Fam108B counter,TPT1 inhibitor,GSTO1 counter,MCL1-BIM inh,PME-1 primary,MEX-5 binding,GLD-1 TGE inh,BCLXL inh,PAD4 inh
COc1ccccc1-c1oc2ccccc2c1C#CCCO,nt,nt,nt,1,-6,nt,0,-2,3
COc1ccc2nc(N(CCN(C)C)C(=O)c3ccc4c(c3)OCCO4)sc2c1,-5,-1,4,1,1,-1.4,2,4,0
CN1CCN(Cc2cc(Cl)c3cccnc3c2OC(=O)c2cccs2)CC1,0,-3,7,5,-3,-1.0,0,4,-3
CC(=O)c1ccc(NC(=O)Cn2cnc(S(=O)(=O)N3CCOCC3)c2)cc1,5,-4,5,4,-7,-1.2,5,6,-2
CCOCCCNCc1ccc(OCC(=O)N2CCOCC2)c(OC)c1,-1,1,6,3,0,-1.1,7,2,-1
COc1ccc(CN2C[C@H](C)[C@@H](CC(=O)NCc3ccccc3)C2=O)cc1,1,-1,0,3,6,1.6,-3,4,-4
O=C1CCC(=O)N1OCCOc1ccccc1,-1,-4,23,0,1,0.2,-3,0,-4
CC1CCCC(NC(=O)CSc2nnc(N)s2)C1C (stereo not drawn),0,0,4,5,0,-1.8,-2,-5,2
Cc1ccc(NC(=S)N2CCN(c3ncccn3)CC2)cc1C,7,0,0,13,3,4.4,0,0,-4
O=C(CN1C(=O)NC2(CCCC2)C1=O)Nc1ccccc1C(F)(F)F,0,-1,4,-2,5,2.0,4,0,2
CCc1ccc[n+](-c2[nH]c(=O)sc2/C=N/N=C(\N)[O-])c1,-1,-2,1,0,1,-3.0,4,3,-6
Cc1cccc(NC(=O)Nc2ccc(S(N)(=O)=O)cc2)c1,-4,-3,-19,4,-5,1.5,-3,-1,1
CCOc1ccc(NC(=O)c2ccc(CC)s2)c([N+](=O)[O-])c1,0,2,-4,3,0,0.3,-6,2,-4
Cn1c(=O)c2c(nc(Cc3ccc(N)cc3)n2C)n(C)c1=O,-4,3,8,-4,2,-4.5,6,-4,-2
CCC(C(=O)c1ccccc1)P(=O)(NN)c1ccccc1 (stereo not drawn),-3,-1,0,-2,4,0.7,4,5,2
CCCCOc1ccc(C2=NNC(=O)CC2)cc1,0,1,0,-4,3,-0.4,2,3,-1
O=C(NCc1cccc(C(F)(F)F)c1)c1cc(-c2ccccc2)nn1CC1CC(c2cccnc2)=NO1 (stereo not drawn),0,2,-3,-3,-1,1.0,6,-2,-8
CCC1Oc2ccccc2N(CC(=O)NCCN2CCCC2)C1=O (stereo not drawn),2,0,-3,3,0,-1.4,3,4,-6
CCOC(=O)CSc1c(-c2cccs2)[nH]c2ccccc12,10,-3,7,6,11,1.8,7,4,-2
CCC(C(=O)OCC(=O)N1C(C)CCCC1C)c1ccccc1 (stereo not drawn),-5,-5,-5,-12,-6,-2.7,-1,3,-5

# Part of the list above, bar-delimited.
compound | Fam108B counter | TPT1 inhibitor | GSTO1 counter | MCL1-BIM inh | PME-1 primary | MEX-5 binding | GLD-1 TGE inh | BCLXL inh | PAD4 inh
O=C(NCc1cccc(C(F)(F)F)c1)c1cc(-c2ccccc2)nn1CC1CC(c2cccnc2)=NO1 (stereo not drawn) | 0 | 2 | -3 | -3 | -1 | 1.0 | 6 | -2 | -8
CCC1Oc2ccccc2N(CC(=O)NCCN2CCCC2)C1=O (stereo not drawn) | 2 | 0 | -3 | 3 | 0 | -1.4 | 3 | 4 | -6
